# Screening data (PubChem)
# Salmonella PhoP GFP: PhoP regulon inhibitors, Salmonella typhi PhoP promoter GFP reporter, confirmatory (AID 1850). Salmonella Typhi PhoP-promoter GFP reporter, fluorescence, 4 h; higher % means a stronger effect. inhibition, % at 50 µM, or IC50 in µM where a hit was titrated. actives 0.33% (n = 310,000); in the data active = a potency from the dose series; inconclusive = inhibition mostly from about 25% at the one dose, without a potency; inactive = the rest, 99 in 100 with inhibition below about 19%;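 note: 0% = induced wells with vehicle and 100% = uninduced wells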
# H37Rv inhibition: M. tuberculosis growth inhibition, HTS (AID 449762) | M. tuberculosis H37Rv growth inhibition, 7H9 media; higher % means a stronger effect | one-dose inhibition, % at 25 µM; IC50 in µM for titrated hits | actives 0.59% (n = 330,000); in the data active = a potency from the dose series; inconclusive = inhibition above about 70% without an active follow-up result;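 note: bacterial growth assessed after seven days of incubation; strong numbers were not always called active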
# H1N1 NS1A inhibition: H1N1 influenza NS1A inhibitors, functional cell based assay (AID 504329). NS1A functional cell-based assay, percent inhibition; higher % means a stronger effect. inhibition, % at 12.5 µM, or IC50 in µM where a hit was titrated. actives 0.3% (n = 340,000); in the data active = a potency from the dose series; inconclusive = inhibition above about 27% without an active follow-up result; note: strong numbers were not always called active
# VEEV TC-83 Vero: inhibitors of VEEV TC-83 cytopathic effect, confirmation, Vero cells (AID 588727). actives 0.13% (n = 350,000). Vero cells, VEEV TC-83 cytopathic effect inhibition; higher % means a stronger effect. one-dose inhibition, % at 20 µM; IC50 in µM for titrated hits; in the data active = a potency from the dose series; inconclusive = inhibition mostly from about 14% at the one dose, without a potency; inactive = the rest, 99 in 100 with inhibition below about 12%; note: strong numbers were not always called active
# tuberculosis growth: growth inhibition of non-replicating M. tuberculosis (AID 488890); Mycobacterium tuberculosis non-replicating, growth inhibition; higher % means a stronger effect; one-dose inhibition, % at 25 µM; IC50 in µM for titrated hits; actives 0.39% (n = 320,000); in the data active = a potency from the dose series; inconclusive = inhibition mostly from about 82% at the one dose, without a potency; inactive = the rest, 99 in 100 with inhibition below about 76%;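 note: plate controls were DMSO cells for no effect and high antibiotic wells for full effect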
# VEEV TC-83 Vero 10K pilot screen: second read-out of VEEV TC-83 Vero, no call of its own (marks repeat the call); inhibition, %; measured here: 10K pilot screen inhibition
# An asterisk follows results filed as active; i = inactive; ? = inconclusive; . = no result given.
SMILES,Salmonella PhoP GFP,H37Rv inhibition,H1N1 NS1A inhibition,VEEV TC-83 Vero,tuberculosis growth,others
Cc1c(N=C2NC(=O)C(CC(=O)Nc3ccccc3)S2)c(=O)n(-c2ccccc2)n1C (stereo not given),-3%,-3%,-5%,0.8%,-3%,VEEV TC-83 Vero 10K pilot screen=0.8
CC1(C)Cc2c(c(N3CCOCC3)nc3sc(C(=O)Nc4cccc(Cl)c4)c(N)c23)CO1,5%,-7%,5%,0.3%,-6%,
Fc1ccc(-c2c[nH]c(=S)n2Cc2ccccc2)cc1,-10%,7%,0%,0.2%,-15%,
CC(=O)Nc1ccc(S(=O)(=O)Nc2c(NC3CCCCC3)c3ccccc3oc2=O)cc1,-10%,0%,-4%,3.2%,-7%,
CCOC(=O)N1CCN(S(=O)(=O)c2cc(Br)cnc2N)CC1,1%,-2%,13%,i,10%,
COc1cccc(CNC(=O)CSc2cc(=O)n(C)c3ccccc23)c1,-4%,-4%,-19%,0.7%,-12%,
Cc1cc(C(=O)Nc2ccc(S(=O)(=O)Nc3nccs3)cc2)c(C)o1,7%,0%,5%,0.8%,18%,VEEV TC-83 Vero 10K pilot screen=0.9
COC(C[C@@H](O)[C@H](C)[C@H](O)COCc1ccccc1)OC,.,.,2%,0.1%,.,VEEV TC-83 Vero 10K pilot screen=0.5
CCc1ccc(-c2nc(CN3CCC(C(=O)NCc4ccccc4OC)CC3)c(C)o2)cc1,1%,?,-1%,i,?,
COc1ccc(C(=O)COC(=O)c2cncc(Br)c2)cc1,.,49%,-5%,0.8%,?,
CC(=O)c1sc(NC(=O)c2cnc(Cl)c(Cl)c2)nc1C,19%,2%,-7%,2.0%,6%,
Oc1ccccc1C=NN=Cc1c(O)ccc2ccccc12,.,.,-6%,6.1%,.,
O=C(OCC(=O)N1CCOCC1)c1cnc(Cl)c(Cl)c1,.,-1%,-6%,2.3%,-3%,
O=[n+]1c2c(n([O-])c3ccccc31)CCC2,-5%,-11%,-1%,4.2%,-30%,
CC(NC(=O)c1ccc2nc[nH]c2c1)c1ccccc1 (stereo not given),4%,-9%,0%,0.8%,11%,
COc1cc(OC)c(NC(=O)CCCn2c(=O)oc3ccccc32)cc1Cl,1%,9%,-5%,0.3%,-3%,
COc1ccc(CC(=O)NNC(=S)NC(=O)c2cccnc2)cc1,9%,11%,-7%,2.7%,-11%,
CC1Cc2cc(/C(O)=C3\C(=O)C(=O)N(CCN(C)C)C3c3ccccc3F)ccc2O1 (stereo not given),-9%,-18%,-15%,1.5%,5%,
COC(=O)C1(Cc2cc(-c3ccccc3)no2)CCN(C(=O)OC(C)(C)C)CC1,-5%,3%,-1%,i,21%,
CCOC(=O)C1CCN(C(=O)c2ccc(N3CCOCC3)c([N+](=O)[O-])c2)CC1,.,-8%,1%,1.1%,19%,

# The last five compounds of the section before lead into the next.
SMILES,Salmonella PhoP GFP,H37Rv inhibition,H1N1 NS1A inhibition,VEEV TC-83 Vero,tuberculosis growth,others
COc1cc(OC)c(NC(=O)CCCn2c(=O)oc3ccccc32)cc1Cl,1%,9%,-5%,0.3%,-3%,
COc1ccc(CC(=O)NNC(=S)NC(=O)c2cccnc2)cc1,9%,11%,-7%,2.7%,-11%,
CC1Cc2cc(/C(O)=C3\C(=O)C(=O)N(CCN(C)C)C3c3ccccc3F)ccc2O1 (stereo not given),-9%,-18%,-15%,1.5%,5%,
COC(=O)C1(Cc2cc(-c3ccccc3)no2)CCN(C(=O)OC(C)(C)C)CC1,-5%,3%,-1%,i,21%,
CCOC(=O)C1CCN(C(=O)c2ccc(N3CCOCC3)c([N+](=O)[O-])c2)CC1,.,-8%,1%,1.1%,19%,
O=c1nc(N/N=C/C=C/c2ccccc2)cn[nH]1,-19%,?,24%,6.4%,?,
O=C(CCNS(=O)(=O)c1cccc2nsnc12)NCc1ccccc1Cl,-1%,-2%,-8%,2.5%,-11%,
COc1cc(S(=O)(=O)N2CCCCCC2)c(OC)cc1Br,5%,14%,1%,1.5%,25%,
CC(C)(C)NCc1cc(Cl)ccc1OCc1cccs1,2%,1%,1%,0.5%,?,
CC1(O)CC2CC1C(C(=O)O)C2C(=O)O (stereo not given),.,.,-2%,1.1%,.,
CC(C(=O)Nc1ccc(S(=O)(=O)N2CCOCC2)cc1)N1C(=O)C2CC=CCC2C1=O (stereo not given),-4%,-1%,0%,0.4%,1%,
O=C(NCc1n[nH]c(=S)n1-c1ccc(F)cc1)c1ccco1,-8%,-13%,-3%,0.6%,-1%,
Cc1ccc(C2=N/C(=C\c3ccc(OS(=O)(=O)c4ccc(C)cc4)cc3)C(=O)O2)cc1,1%,59%,-7%,11%,?,
CC(=O)NC(=O)c1cnn(-c2ccccc2)c1N,-13%,-2%,-6%,0.8%,-12%,
O=C(O)c1cccc2c1-c1ccc([N+](=O)[O-])cc1C2=O,.,.,0%,1.4%,.,

# The last 7 records of the section before are carried over, then new ones follow:
SMILES,Salmonella PhoP GFP,H37Rv inhibition,H1N1 NS1A inhibition,VEEV TC-83 Vero,tuberculosis growth,others
CC(C)(C)NCc1cc(Cl)ccc1OCc1cccs1,2%,1%,1%,0.5%,?,
CC1(O)CC2CC1C(C(=O)O)C2C(=O)O (stereo not given),.,.,-2%,1.1%,.,
CC(C(=O)Nc1ccc(S(=O)(=O)N2CCOCC2)cc1)N1C(=O)C2CC=CCC2C1=O (stereo not given),-4%,-1%,0%,0.4%,1%,
O=C(NCc1n[nH]c(=S)n1-c1ccc(F)cc1)c1ccco1,-8%,-13%,-3%,0.6%,-1%,
Cc1ccc(C2=N/C(=C\c3ccc(OS(=O)(=O)c4ccc(C)cc4)cc3)C(=O)O2)cc1,1%,59%,-7%,11%,?,
CC(=O)NC(=O)c1cnn(-c2ccccc2)c1N,-13%,-2%,-6%,0.8%,-12%,
O=C(O)c1cccc2c1-c1ccc([N+](=O)[O-])cc1C2=O,.,.,0%,1.4%,.,
Cn1c(=O)c2c(nc(N/N=C/c3ccco3)n2C)n(C)c1=O,-5%,1%,4%,3.8%,-25%,
COc1cccc(C(=O)N(Cc2nc(-c3ccc(C)cc3)no2)C(C)C)c1,-6%,-7%,5%,i,6%,
Cc1ccc(N2C(=O)C3CCCN3C2=S)cc1 (stereo not given),0%,1%,-2%,3.4%,-8%,
O=C(N/N=C/c1ccccn1)c1cccc([N+](=O)[O-])c1,17%,?,-16%,3.0%,3.9µM*,
O=C(CCCN1C(=O)/C(=C/c2ccccc2)SC1=S)NCCCn1ccnc1,-15%,-2%,0%,5.6%,5%,
CCC(CC)c1nnc(NC(=O)c2cc([N+](=O)[O-])ccc2N2CCOCC2)s1,.,5%,7%,1.7%,8%,
O=c1c(-c2ccc(Cl)cc2)cnc2n1CCS2,-2%,0%,-2%,2.0%,12%,
O=C1C2CC=CCC2C(=O)N1c1ccc(NCCc2ccccc2)c([N+](=O)[O-])c1 (stereo not given),-6%,12%,1%,0.2%,-12%,
CCOc1ccc(C(=O)NCCCN2CCCC2=O)cc1,-2%,2%,2%,2.4%,-1%,
COc1ccc(C(=O)C2CCCN(C(=O)c3cc(C4CC4)[nH]n3)C2)c(C)c1 (stereo not given),5%,1%,-42%,1.4%,-8%,
CN(Cc1nc2ccccc2n1C)c1ccccc1,-5%,0%,0%,0.5%,-7%,
COc1cccc(N2CCN(Cc3ncc(-c4ccccc4)o3)CC2)c1,6%,-5%,10%,0.3%,54%,
CCS(=O)(=O)N1CCC(C(=O)NCCN2CCOCC2)CC1,-6%,-7%,-8%,0.6%,-6%,
COC(=O)c1sc2nc3c(cc2c1N)COC(C)(C)C3,15%,5%,-5%,1.1%,9%,
COc1cc(NC(=O)CSc2nc(C)cc(C)n2)cc(OC)c1OC,6%,2%,0%,0.1%,-3%,
CN(Cc1ccc(-n2cccn2)cc1)Cc1cn(C)nc1-c1ccccc1F,-22%,-3%,1%,i,6%,
COc1cc(OC)c(NS(=O)(=O)c2ccc3c(c2)NC(=O)CO3)cc1Cl,-3%,1%,-9%,2.0%,12%,
Cc1ccc(S(=O)(=O)NCCC(=O)NCC(c2cccs2)N(C)C)cc1C (stereo not given),.,-2%,-5%,0.4%,0%,
Cc1ccc(NC(=O)CN2C(=O)N/C(=C/c3ccc(C)o3)C2=O)cc1,-9%,8%,7%,1.1%,-9%,
Cc1cnc(CNC(=O)CC2C(=O)NCCN2Cc2ccccc2C(F)(F)F)cn1 (stereo not given),-9%,-12%,-22%,7.8%,-7%,
Cc1ccc(C2=NC(C)(C)N=C2SCC(=O)Nc2ccc(Cl)cc2)cc1,-1%,41%,2%,2.8%,37%,
CC(C)(C)C(=O)N1N=C(c2ccc(NS(C)(=O)=O)cc2)CC1c1cccs1 (stereo not given),5%,15%,-2%,0.8%,16%,
CS(=O)(=O)NCc1ccccc1Br,.,-1%,.,.,-4%,
CCn1ncc(/C=N\NC(=O)Cc2ccc([N+](=O)[O-])cc2)c1C,-3%,-7%,7%,i,-13%,
COc1cccc(CNc2ccc3[nH]c(=O)[nH]c3c2)c1OCc1ccc(F)cc1,0%,9%,10%,2.0%,40%,
CCOC(=O)c1c(CN2CCN(C)CC2)oc2ccc(O)cc12,-2%,-11%,-4%,5.1%,2%,
O=C(NCc1ccco1)c1ccc2c(c1)OCCO2,-2%,-9%,8%,1.8%,8%,
Oc1c(Br)cc(Br)cc1CNc1cnc2ccccc2c1,14%,?,-1%,0.8%,66%,
Brc1ccccc1OCCNCc1ccccc1,11%,-4%,10%,0.1%,32%,VEEV TC-83 Vero 10K pilot screen=0.3
COc1ccccc1NC(=O)NCCN1C(=O)C2C3C=CC(C3)C2C1=O (stereo not given),-9%,-11%,1%,0.2%,1%,
COc1ccccc1CCNC(=O)c1ccc(Br)s1,-7%,14%,-13%,9.4%,?,
Cc1ccc(C)c(OCc2cc(C(=O)NC3CCN(Cc4ccccc4)CC3)no2)c1,-16%,?,4%,2.1%,?,
O=C(NCCc1ccccc1)c1cnc2ccccc2n1,-8%,4%,-14%,0.5%,37%,
COC(=O)C1=C(C)Nc2nnnn2C1c1ccccc1Cl (stereo not given),20%,-2%,0%,3.4%,8%,
S=c1nc(C2CCCCC2)n(-c2ccccc2)[nH]1,-13%,25%,6%,0.9%,-1%,
CC[n+]1cccc(-c2nc3ccccc3s2)c1,4%,-2%,-1%,0.4%,-5%,
CCN(CC)CCO,.,-6%,-3%,1.2%,-3%,
COc1cc(OC)c2ccc(=O)oc2c1C(CCN1CCOCC1)c1ccc2c(c1)OCO2 (stereo not given),.,.,-2%,i,.,
O=C(/C=C/c1ccco1)NCC(=O)N/N=C/c1ccccc1[N+](=O)[O-],8%,8%,-4%,i,4%,
CCCCn1c(N)c(N(CCOC)C(=O)c2cc(-c3ccc(OC)cc3)nc3ccccc23)c(=O)[nH]c1=O,-1%,5%,-10%,8.2%,18%,
COC(=O)c1cc(Br)ccc1NC(=O)CSCc1c(C)noc1C,.,-3%,-17%,5.1%,-4%,
CC(C)Nc1nc(C#N)nc(NC(C)C)n1,-4%,4%,-9%,3.8%,14%,
Cc1cccc(NC(=O)CN2C(=O)CSC2=O)c1,9%,-1%,-1%,0.4%,1%,
COc1ccc(Nc2nnc(C)c(=O)[nH]2)c(OC)c1,9%,7%,-9%,1.0%,5%,

# A run of entries taken from the entries so far, for reference:
SMILES,Salmonella PhoP GFP,H37Rv inhibition,H1N1 NS1A inhibition,VEEV TC-83 Vero,tuberculosis growth,others
O=C(/C=C/c1ccco1)NCC(=O)N/N=C/c1ccccc1[N+](=O)[O-],8%,8%,-4%,i,4%,
CCCCn1c(N)c(N(CCOC)C(=O)c2cc(-c3ccc(OC)cc3)nc3ccccc23)c(=O)[nH]c1=O,-1%,5%,-10%,8.2%,18%,
COC(=O)c1cc(Br)ccc1NC(=O)CSCc1c(C)noc1C,.,-3%,-17%,5.1%,-4%,

# Random draw from the library, and some 1.5% of all compounds hit somewhere here.
